Screening results (PubChem BioAssay)
TRPC4 PAM = allosteric potentiators of mouse TRPC4 channel. HEK293 TRPC4beta/mu-opioid, DAMGO EC20, Fluo-4 Ca2+ flux; stronger effect = higher value. Q9QUQ5. B-score at 10 µM. 310,000 tested, 0.42% active. AID 2227;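 active means B-score of calcium response area above 5 SD of library B-scores, with initial fluorescence ratio within 5 SD of library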;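 further: B-score of integrated fluorescence ratio over time as area under calcium response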
ANO1 activ = mouse TMEM16A channel activation, primary screen. Q8BHY3. HEK293 TMEM16A/YFP-H148Q/I152L, iodide quench fluorescence; stronger effect = lower value. B-score at 10 µM. 340,000 tested, 0.3% active. AID 623877;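 active means fluorescence-ratio B-score plate-corrected deviation score at least 3 library SD below zero, with starting fluorescence score within 5 deviations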;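 further: channel opened by trigger with iodide after compound preincubation; score built on the fluorescence ratio of max minus min over baseline; more negative score means more quench and so TMEM16A activation or potentiation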
MrgX1 PAM = allosterically activates human MrgX1 receptor signaling. B-score at 10 µM. Q96LB2. 310,000 tested, 0.63% active. MrgX1-HEK293, Fluo-4 calcium flux, FDSS; stronger effect = higher value;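 active means plate-corrected calcium response at least 3 library SD above typical, normal starting fluorescence, not activating the receptor alone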;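 further: compound read alongside a low EC10 to EC30 dose of BAM8-22 agonist; peak minus trough fluorescence over baseline measured at the second addition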
Target sequence (Q96LB2 whole entry, looked up): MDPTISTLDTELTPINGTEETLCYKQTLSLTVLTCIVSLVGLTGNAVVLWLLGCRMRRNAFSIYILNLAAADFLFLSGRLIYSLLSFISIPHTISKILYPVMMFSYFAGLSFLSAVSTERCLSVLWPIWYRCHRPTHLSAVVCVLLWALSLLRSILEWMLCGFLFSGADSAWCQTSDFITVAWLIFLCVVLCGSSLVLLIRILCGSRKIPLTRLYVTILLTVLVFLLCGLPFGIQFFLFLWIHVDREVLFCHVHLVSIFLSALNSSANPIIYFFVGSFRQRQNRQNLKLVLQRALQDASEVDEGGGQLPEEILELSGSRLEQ
TRPC4 block = blocks the mouse TRPC4 cation channel; Q9QUQ5; HEK293 TRPC4beta/mu-opioid, DAMGO-evoked Fluo4 calcium flux; stronger effect = lower value; B-score at 10 µM; 300,000 tested, 0.39% active;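 active means B-score over 3 SD under the library average, no early fluorescence shift, positive overall ratio signal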
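System: stable TRPC4beta/mu-opioid receptor HEK293 cells; Dosing: single-point compound dosing; Measured by: Fluo4 Ca2+ flux fluorescence; Read-out basis: per-well B score of integrated baseline-normalized Fluo4 ratio.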
TRPC4 act = TRPC4 (mouse) channel activation. Q9QUQ5. HEK293 TRPC4beta/mu-opioid, Fluo4 calcium fluorescence; stronger effect = higher value. B-score at 10 µM. 310,000 tested, 0.49% active;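 active means B-score above 5 SD of library B-scores, and initial fluorescence ratio not above library mean plus 5 SD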;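 further: positive B-score marks a calcium rise read as TRPC4 activation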
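Technique: kinetic Fluo4 calcium fluorescence; Test system: TRPC4beta and mu-opioid receptor HEK293 stable cells; Measure: B-scored integrated calcium fluorescence ratio; Benchmarks: low control buffer alone, high control maximal DAMGO; Schedule: 45 min room-temperature Fluo4 loading, 110 s read.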
ANO1 block = mouse TMEM16A channel inhibition, primary screen; HEK293 TMEM16A/YFP iodide influx fluorescence, ionomycin; 310,000 tested, 1.2% active; normalized B-score (activity score, 25-100; higher = stronger inhibition) at 10 µM; Q8BHY3; AID 588511;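 active means ratio plate-corrected score three or more library SD toward inhibition, starting fluorescence score within five deviations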;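 further: score derived from kinetic fluorescence span divided by baseline fluorescence per well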
RGS4 inh = human RGS4 inhibition | P49798 | HEK293 M3R/RGS4 inducible, Fluo-4 calcium flux; stronger effect = higher value; triggered by carbachol at its EC20 | B-score at 10 µM | 310,000 tested, 0.45% active | AID 463165;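 active means B-score, a plate-corrected calcium signal, over three deviations above library mean, with baseline fluorescence within five deviations of library mean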;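 further: RGS4 expression induced by doxycycline in cells with stable M3 receptor; B-score is computed from the integrated fluorescence ratio over baseline after carbachol; higher B-score means a larger calcium signal and so more RGS4 inhibition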
Target sequence (P49798 whole entry, looked up): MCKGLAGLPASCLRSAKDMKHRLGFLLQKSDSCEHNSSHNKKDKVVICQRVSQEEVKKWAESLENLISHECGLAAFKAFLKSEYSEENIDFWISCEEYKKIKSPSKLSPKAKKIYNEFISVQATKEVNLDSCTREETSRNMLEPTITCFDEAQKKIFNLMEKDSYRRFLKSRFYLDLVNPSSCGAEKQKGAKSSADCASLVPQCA
TRPC6 inhibitor = blocks the mouse TRPC6 cation channel; 310,000 tested, 1.1% active; AID 2553; HEK293-TRPC6, membrane potential dye, ACh-evoked depolarization; stronger effect = lower value; B-score at 10 µM;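 active means B-score under library mean minus 3 SD, initial fluorescence not abnormally high, positive integrated signal ratio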;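 further: B-score derived from integrated fluorescence ratio over the kinetic read; more negative B-score means stronger inhibition of depolarization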
MrgX1 antag = antagonists of human MrgX1 receptor. Q96LB2. MRGX1-HEK293 calcium flux, Fluo-4, BAM8-22 antagonism; stronger effect = lower value. B-score at 10 µM. 310,000 tested, 1.3% active;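 active means calcium-response B-score plate-corrected more than 3 library SD below zero, starting fluorescence within 5 deviations, no agonist response on first addition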;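 further: peak minus trough fluorescence over baseline after final BAM8-22 challenge near maximal dose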
MrgX1 agonist = activates human MrgX1 receptor signaling | B-score at 10 µM | Q96LB2 | 310,000 tested, 0.44% active | MrgX1-HEK293 cells, Fluo-4 calcium fluorescence, agonist mode; stronger effect = higher value;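 active means calcium response B-score plate-corrected fluorescence ratio at least 3 library SD, with starting fluorescence B-score inside 5 SD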
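Test system: HEK293 cells stably expressing human MrgX1 receptor; amount: 15,000 cells per well; doses: compound delivered in addition one of three; times: overnight plating before 1 h dye loading; detection: Fluo-4 NW calcium-flux fluorescence, kinetic read; read-out basis: B-scored fluorescence response ratio; controls: positive and negative controls per plate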
TRPC6 activator = mouse TRPC6 channel activation; Q61143; HEK293-TRPC6 membrane potential dye fluorescence; stronger effect = higher value; B-score at 10 µM; 310,000 tested, 0.13% active; AID 2550;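 active means B-score of the integrated fluorescence ratio above library mean plus 3 SD, and starting fluorescence ratio within library mean plus 5 SD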;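 further: higher score means more depolarization so channel activation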
* marks the source's active call; other numbers are inactive results. Compounds were not picked by outcome; about 5.8% have a hit in one of these screens.

`COC(=O)c1sccc1NC(=O)/C=C/c1c(Cl)cccc1Cl` gave TRPC4 PAM inactive, ANO1 activ inactive, MrgX1 PAM inactive, TRPC4 block inactive, TRPC4 act inactive, ANO1 block inactive, RGS4 inh inactive, TRPC6 inhibitor inactive, MrgX1 antag inactive, MrgX1 agonist inactive and TRPC6 activator inactive.
`CCN(Cc1ccccc1)C(=O)C1CCN(Cc2ccc(OC)c(OC)c2OC)CC1` gave TRPC4 PAM inactive, ANO1 activ inactive, MrgX1 PAM inactive, TRPC4 block inactive, TRPC4 act inactive, ANO1 block inactive, RGS4 inh inactive, TRPC6 inhibitor inactive, MrgX1 antag inactive, MrgX1 agonist inactive and TRPC6 activator inactive.
COc1ccc(C)cc1NC(=O)NCc1ccccn1 was read as TRPC4 PAM inactive, ANO1 activ inactive, MrgX1 PAM inactive, TRPC4 block inactive, TRPC4 act inactive, ANO1 block inactive, RGS4 inh inactive, TRPC6 inhibitor inactive, MrgX1 antag inactive, MrgX1 agonist inactive and TRPC6 activator inactive.
`O=C(CN(C(=O)CCC(=O)Nc1nccs1)c1cccc(F)c1)NCc1ccc2c(c1)OCO2` gave TRPC4 PAM inactive, ANO1 activ inactive, MrgX1 PAM inactive, TRPC4 block inactive, TRPC4 act inactive, ANO1 block inactive, RGS4 inh inactive, TRPC6 inhibitor inactive, MrgX1 antag inactive, MrgX1 agonist inactive and TRPC6 activator inactive.
Screening CCOC(=O)c1ccc(NC(=O)CSc2nnnn2CCCO)cc1 returned TRPC4 PAM inactive, ANO1 activ inactive, MrgX1 PAM inactive, TRPC4 block inactive, TRPC4 act inactive, ANO1 block inactive, RGS4 inh inactive, TRPC6 inhibitor inactive, MrgX1 antag inactive, MrgX1 agonist inactive and TRPC6 activator inactive.
CCOC(=O)C1CCCN(c2ncnc3c2oc2ccccc23)C1 (configuration not stated) was read as TRPC4 PAM inactive, ANO1 activ inactive, MrgX1 PAM inactive, TRPC4 block inactive, TRPC4 act inactive, ANO1 block 100*, RGS4 inh inactive, TRPC6 inhibitor inactive, MrgX1 antag inactive, MrgX1 agonist inactive and TRPC6 activator inactive.
For O=C(Nc1ccccc1)N1CCN(Cc2ccc3c(c2)OCO3)CC1 the results were TRPC4 PAM inactive, ANO1 activ inactive, MrgX1 PAM inactive, TRPC4 block inactive, TRPC4 act inactive, ANO1 block 100*, RGS4 inh inactive, TRPC6 inhibitor inactive, MrgX1 antag inactive, MrgX1 agonist inactive and TRPC6 activator inactive.
O=C(Cc1cccs1)Nc1cccc(-c2nnc(-c3ccco3)o2)c1 was read as TRPC4 PAM inactive, ANO1 activ inactive, MrgX1 PAM inactive, TRPC4 block inactive, TRPC4 act inactive, ANO1 block inactive, RGS4 inh inactive, TRPC6 inhibitor inactive, MrgX1 antag -7.4*, MrgX1 agonist inactive and TRPC6 activator inactive.
S=c1[nH]nc(-c2ccco2)n1/N=C/c1cccc(Cl)c1 was read as TRPC4 PAM inactive, ANO1 activ inactive, MrgX1 PAM inactive, TRPC4 block inactive, TRPC4 act inactive, ANO1 block inactive, RGS4 inh inactive, TRPC6 inhibitor inactive, MrgX1 antag inactive, MrgX1 agonist inactive and TRPC6 activator inactive.
Screening COc1ccc(CCNC(=O)c2csc3c2CCCC3)cc1OC returned TRPC4 PAM inactive, ANO1 activ inactive, MrgX1 PAM inactive, TRPC4 block inactive, TRPC4 act inactive, ANO1 block inactive, RGS4 inh inactive, TRPC6 inhibitor inactive, MrgX1 antag inactive, MrgX1 agonist inactive and TRPC6 activator inactive.
`Cc1onc(-c2ccccc2Cl)c1C(=O)NCc1nc(-c2ccc(C(F)(F)F)cc2)no1` gave TRPC4 PAM inactive, ANO1 activ inactive, MrgX1 PAM inactive, TRPC4 block inactive, TRPC4 act inactive, ANO1 block inactive, RGS4 inh inactive, TRPC6 inhibitor inactive, MrgX1 antag inactive, MrgX1 agonist inactive and TRPC6 activator inactive.
`O=S(=O)(Cc1cc(NCc2ccccc2)nc(-c2ccccn2)n1)c1ccccc1` gave TRPC4 PAM inactive, ANO1 activ inactive, MrgX1 PAM inactive, TRPC4 block inactive, TRPC4 act inactive, ANO1 block inactive, RGS4 inh inactive, TRPC6 inhibitor inactive, MrgX1 antag -5.7*, MrgX1 agonist inactive and TRPC6 activator inactive.
For C#Cc1cccc(C(=O)N2CCCC(C(=O)c3ccc(OC)cc3C)C2)c1 (configuration not stated) the results were TRPC4 PAM inactive, ANO1 activ inactive, MrgX1 PAM inactive, TRPC4 block inactive, TRPC4 act inactive, ANO1 block inactive, RGS4 inh inactive, TRPC6 inhibitor inactive, MrgX1 antag inactive, MrgX1 agonist inactive and TRPC6 activator inactive.
Screening CCC(C)(C)n1nnnc1C(c1cc2cccc(C)c2[nH]c1=O)N1CCCC1 (configuration not stated) returned TRPC4 PAM inactive, ANO1 activ inactive, MrgX1 PAM inactive, TRPC4 block inactive, TRPC4 act inactive, ANO1 block inactive, RGS4 inh inactive, TRPC6 inhibitor inactive, MrgX1 antag inactive, MrgX1 agonist inactive and TRPC6 activator inactive.
Cn1cc(C(=O)c2ccc(Cl)cc2Cl)cc1C(=O)N/N=C(\N)COc1cccc(C(F)(F)F)c1 was read as TRPC4 PAM inactive, ANO1 activ inactive, MrgX1 PAM inactive, TRPC4 block inactive, TRPC4 act inactive, ANO1 block inactive, RGS4 inh inactive, TRPC6 inhibitor inactive, MrgX1 antag inactive, MrgX1 agonist inactive and TRPC6 activator inactive.
`O=S(=O)(N1CCCCC1)N1CCNCC1` gave TRPC4 PAM inactive, ANO1 activ inactive, MrgX1 PAM inactive, TRPC4 block inactive, TRPC4 act inactive, ANO1 block inactive, RGS4 inh inactive, TRPC6 inhibitor inactive, MrgX1 antag inactive, MrgX1 agonist inactive and TRPC6 activator inactive.
For CCCC(=O)NC(c1ccc(Cl)cc1)c1ccc2cccnc2c1O (configuration not stated) the results were TRPC4 PAM inactive, ANO1 activ inactive, MrgX1 PAM inactive, TRPC4 block inactive, TRPC4 act inactive, ANO1 block inactive, RGS4 inh inactive, TRPC6 inhibitor inactive, MrgX1 antag inactive, MrgX1 agonist inactive and TRPC6 activator inactive.
CC1C(=O)Nc2ccccc2N1C(=O)c1ccc(F)cc1 (configuration not stated) was read as TRPC4 PAM inactive, ANO1 activ inactive, MrgX1 PAM inactive, TRPC4 block inactive, TRPC4 act inactive, ANO1 block inactive, RGS4 inh inactive, TRPC6 inhibitor inactive, MrgX1 antag inactive, MrgX1 agonist inactive and TRPC6 activator inactive.
`COc1cc(OC)cc(C(=O)O/N=C(\N)c2ccccn2)c1` gave TRPC4 PAM inactive, ANO1 activ inactive, MrgX1 PAM inactive, TRPC4 block inactive, TRPC4 act inactive, ANO1 block inactive, RGS4 inh inactive, TRPC6 inhibitor inactive, MrgX1 antag inactive, MrgX1 agonist inactive and TRPC6 activator inactive.
CCCCOCC(O)Cn1c(C)nc2ccccc21 (configuration not stated) was read as TRPC4 PAM inactive, ANO1 activ inactive, MrgX1 PAM inactive, TRPC4 block inactive, TRPC4 act inactive, ANO1 block inactive, RGS4 inh inactive, TRPC6 inhibitor inactive, MrgX1 antag inactive, MrgX1 agonist inactive and TRPC6 activator inactive.
`O=C(NC1CCCC1)C(c1ccccc1)N(Cc1ccccc1)C(=O)c1csnn1` (configuration not stated) gave TRPC4 PAM inactive, ANO1 activ inactive, MrgX1 PAM inactive, TRPC4 block inactive, TRPC4 act inactive, ANO1 block inactive, RGS4 inh inactive, TRPC6 inhibitor inactive, MrgX1 antag inactive, MrgX1 agonist inactive and TRPC6 activator inactive.
`Cc1nc2c(-c3ccccc3)c(C)nn2c(C)c1CCC(=O)O` gave TRPC4 PAM inactive, ANO1 activ inactive, MrgX1 PAM inactive, TRPC4 block inactive, TRPC4 act inactive, ANO1 block inactive, RGS4 inh inactive, TRPC6 inhibitor inactive, MrgX1 antag inactive, MrgX1 agonist inactive and TRPC6 activator inactive.
For COc1cc(-c2nnc(Sc3ccc(C(F)(F)F)cc3[N+](=O)[O-])o2)cc(OC)c1OC the results were TRPC4 PAM inactive, ANO1 activ inactive, MrgX1 PAM inactive, TRPC4 block inactive, TRPC4 act inactive, ANO1 block inactive, RGS4 inh inactive, TRPC6 inhibitor inactive, MrgX1 antag inactive, MrgX1 agonist inactive and TRPC6 activator inactive.
Screening Fc1ccccc1Cc1noc(CN2CCN(Cc3ccc4c(c3)OCO4)CC2)n1 returned TRPC4 PAM inactive, ANO1 activ inactive, MrgX1 PAM inactive, TRPC4 block inactive, TRPC4 act inactive, ANO1 block inactive, RGS4 inh inactive, TRPC6 inhibitor inactive, MrgX1 antag inactive, MrgX1 agonist inactive and TRPC6 activator inactive.
For CCOc1ccc(NC(=O)CSc2nccn(-c3ccc4c(c3)OCCO4)c2=O)cc1 the results were TRPC4 PAM inactive, ANO1 activ inactive, MrgX1 PAM inactive, TRPC4 block inactive, TRPC4 act inactive, ANO1 block inactive, RGS4 inh inactive, TRPC6 inhibitor inactive, MrgX1 antag inactive, MrgX1 agonist inactive and TRPC6 activator inactive.
Cc1cccc(-c2cc3nc(C)cc(C)n3n2)c1 was read as TRPC4 PAM inactive, ANO1 activ inactive, MrgX1 PAM inactive, TRPC4 block inactive, TRPC4 act inactive, ANO1 block inactive, RGS4 inh inactive, TRPC6 inhibitor inactive, MrgX1 antag inactive, MrgX1 agonist inactive and TRPC6 activator inactive.
CCOc1ccc(-c2noc(CCCC(=O)NC3CCCC3)n2)cc1OC was read as TRPC4 PAM inactive, ANO1 activ inactive, MrgX1 PAM inactive, TRPC4 block inactive, TRPC4 act inactive, ANO1 block inactive, RGS4 inh inactive, TRPC6 inhibitor inactive, MrgX1 antag inactive, MrgX1 agonist inactive and TRPC6 activator inactive.
CCCc1cc(=O)[nH]c(SCCc2ccccc2)n1 was read as TRPC4 PAM inactive, ANO1 activ inactive, MrgX1 PAM inactive, TRPC4 block inactive, TRPC4 act inactive, ANO1 block inactive, RGS4 inh inactive, TRPC6 inhibitor inactive, MrgX1 antag inactive, MrgX1 agonist inactive and TRPC6 activator inactive.
